Source: PubChem
S3 lipid droplet – qHTS Assay for Lipid Storage Modulators in Drosophila S3 Cells; Drosophila S3 cells, BODIPY lipid droplet fluorescence, 18-24 h; cells fed with added oleic acid; Potency in µM for hits, for the others lipid storage change, negative = inhibition, % at the top dose, mostly 46.1 µM; 320,000 tested, 0.64% active; AID 2685; active = well fitted inhibition curve with a large enough effect in the signal ratio, with a control signal flat, not every such curve was filed as active; inconclusive = small, poorly fitted or top-dose-only effect, or effect the other way, or a change in a side signal; the % refers to the signal ratio
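Laser-scanning cytometry quantifies lipid droplet accumulation (500–530 nm total intensity; droplet/cell object ratio) in oleic acid-fed (400 uM added) Drosophila S3 cells treated with a concentration series. 20 uM Triacsin C defined 100% inhibition.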
S3 lipid droplet cell count max – further read-out of S3 lipid droplet, marked with its call; cell number change, %; measured here: cell count max response;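 cells counted by Cell Tracker Red CMTPX staining in the red channel; peak over a dose series mostly up to 46.1 µM; percent activity relative to internal control wells on each plate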
The depositor's hits bear a star; i = inactive; ? = inconclusive; nt = no result given. % is set by controls: 0 for no effect and ±100 for the full control effect; potency is the fitted concentration of half-maximal effect. Only part of the results is shown; count on the stated rates, not on these rows.

| S3 lipid droplet | S3 lipid droplet cell count max | SMILES |
| --- | --- | --- |
| 7.7% | 4.0 | CSC(=NCCCN1CCOCC1)NS(=O)(=O)c1cccs1 |
| i | nt | CCCCn1c(N)c(NCC)c(=O)[nH]c1=O |
| 24.5% | 22.4 | COc1ccc(N2CCN(C(=O)c3cc(=O)c4cc(C)cc(C)c4o3)CC2)cc1 |
| ? | nt | CCCn1c(SCC(=O)NC2CCCC2)nc2c1c(=O)n(C)c(=O)n2C |
| 18.3% | nt | COc1cc(Cl)c(C)cc1NC(=O)COC(=O)C(NS(=O)(=O)c1ccc(Cl)cc1)C(C)O (stereo unspecified) |
| ? | nt | COc1ccccc1CCNC(=O)C1CCC(=O)N(Cc2cccc(F)c2)C1 (stereo unspecified) |
| i | nt | COc1ccc(CCNC(=O)CN(c2ccccc2)S(C)(=O)=O)cc1OC |
| -1.1% | -9.5 | CN(CC(=O)Nc1ccccc1Oc1ccccc1)Cc1ccccc1F |
| ? | nt | O=C(Nc1cc(Cl)ccc1N1CCCC1)C1=NN(c2ccccc2)C(=O)CC1 |
| ? | nt | O/N=C(/c1ccc(Cl)cc1)C1CC1c1ccccc1 (stereo unspecified) |
| 15.2% | 0.2 | CCOc1cccc(CN2CCC(CCC(=O)NC3CC3)CC2)c1O |
| -1.0% | -0.5 | C1CC2CN(c3nc4nonc4nc3N3CCSCC3)CCN2C1 (stereo unspecified) |
| ? | nt | COc1ccc(NC(=O)c2ccc(COCC(F)(F)C(F)F)cc2)cc1OC |
| -2.2% | -28.3 | COc1cc2c(cc1OC)C(SC)=NC(C)(C)C2 |
| ? | nt | CC[C@@H](C)C(NC(=O)OC(C)(C)C)c1cn([C@@H](CCC(=O)OC(C)(C)C)C(=O)N2CCN(C(=O)OC(C)(C)C)CC2)nn1 (stereo partly specified) |
| -8.8% | -4.6 | COc1ccc(C(=O)OCC(=O)NC(C)CCc2ccccc2)cc1 (stereo unspecified) |
| i | 3.7 | Cc1ccc(C(=O)N2CCCC(N(C)Cc3ccccc3)C2)s1 (stereo unspecified) |
| 4.3% | 1.5 | CCOC(=O)n1c(=O)oc2ccc(Cl)cc21 |
| i | 21.3 | Cc1cccc(NS(=O)(=O)c2cccc(C(=O)Nc3cccc(C(=O)O)c3)c2)c1 |
| ? | nt | Cc1cc(Nc2ccc(F)cc2)nc(N)n1 |
| ? | nt | Cc1nc2c(cnn2-c2ccccc2Cl)c(=O)n1-c1ccc(N2CCC(C)CC2)cc1 |
| i | -13.1 | CC(=O)NCC1CCCN(C(=O)c2oc3c(F)cccc3c2C)C1 (stereo unspecified) |
| ? | nt | Nc1nonc1-n1nnc(C(=O)N/N=C/c2cccc(Cl)c2)c1CSc1ccccc1 |
| ? | nt | C=C(C)COc1ccc2oc(C)c(C(=O)OCCOC)c2c1 |
| ? | nt | CCc1ccc(NC(=O)CSc2nc3ccsc3c(=O)n2CCC(=O)O)cc1 |
| 16.9% | -0.2 | Cc1ccc2nc(C)c3c(c2c1)N(c1ccccc1)CC3 |
| ? | nt | O=C(Nc1cccc2c1CCCC2)c1ccccc1Cl |
| ? | nt | O=C(CC1S/C(=N\S(=O)(=O)c2ccc(F)cc2)N(c2ccccc2)C1=O)Nc1ccccc1 (stereo unspecified) |
| i | nt | Oc1c(Cl)cc(Cl)cc1C(C#Cc1ccccc1)N1CCOCC1 (stereo unspecified) |
| -2.3% | 8.3 | COC(CNC(=O)C(C)n1nc(C)c2ccccc21)OC (stereo unspecified) |
| 3.2% | 14.9 | COc1ccc(CCN2C(=O)CCC2(C)C(=O)NC2CCCC2)cc1OC (stereo unspecified) |
| -0.5% | 5.9 | CN(Cc1ccccc1)C(=O)c1cnc2n(c1=O)CCS2 |
| ? | nt | CC(=O)OCC1OC(n2ccc(=O)[nH]c2=O)C(O)C1O (stereo unspecified) |
| 11.4% | 6.9 | Cc1ccc(-n2nc3c(c2NC(=O)c2cccs2)CS(=O)(=O)C3)cc1 |
| ? | nt | O=C(CSc1nc2ccccc2nc1N1CCCC1)Nc1ccc(Cl)cc1 |
| ? | nt | Cc1cc(OCc2nnc(SC(C)C(=O)O)n2-c2ccccc2)ccc1Cl (stereo unspecified) |
| ? | nt | CCCCOc1ccc(Cl)cc1CSc1nnc(C)n1N |
| ? | nt | CCn1cc(CCC(=O)NCc2ccccc2OC)c2ccccc21 |
| ? | nt | COc1ccc(N(CC(=O)NCCC2=CCCCC2)S(=O)(=O)c2c(C)[nH]c(=O)[nH]c2=O)cc1 |
| 10.6% | 6.8 | CSc1nc(C)cc(OCC(=O)n2nc(C)cc2C)n1 |
| ? | nt | CCN(CC)S(=O)(=O)c1ccc(/C=C/C(=O)OCC#N)cc1 |
| 11.1% | 14.8 | O=C(N/C(=C/c1cccnc1)C(=O)N1CCOCC1)c1ccccc1 |
| ? | nt | Cc1sc2nc(C3CC3)nc(SCC(=O)N3CCCc4ccccc43)c2c1C |
| i | 10.2 | O=C(/C=C/c1cccs1)N1CCCC1 |
| 19.3% | nt | O=C(Nc1ncc(Cl)cc1Cl)c1c(F)cccc1Cl |
| ? | nt | COC(=O)C1=C(C)NC2=C(C(=O)CCC2)C1c1cn(Cc2ccc(Br)cc2)nc1-c1ccccc1 (stereo unspecified) |
| ? | nt | CC(C)(C)c1ccc(/C=C2\Oc3cc(O)ccc3C2=O)cc1 |
| i | nt | CCN1CCN(C(=O)c2ccc(CS(=O)Cc3ccc(C)cc3)o2)CC1 (stereo unspecified) |
| 8.4% | -10.1 | O=C(c1cnccn1)N1CCN(c2ccccc2F)CC1 |
| i | nt | O=C(CSc1n[nH]c(=O)n1C1CC1)NCc1ccccc1 |

(further entries)
| S3 lipid droplet | S3 lipid droplet cell count max | SMILES |
| --- | --- | --- |
| ? | nt | O=C(Nc1nnc(Cc2ccccc2F)s1)Nc1ccccc1F |
| 4.0% | -13.1 | Cc1ccc(-c2nc(CS(=O)CC(=O)NC3CCC(C)CC3)c(C)o2)cc1 (stereo unspecified) |
| i | -17.7 | O=C(Cn1nc(C(=O)O)c2ccccc2c1=O)Nc1cccc(S(=O)(=O)N2CCCC2)c1 |
| -7.8% | 10.3 | CCN(CC)CCC#CC1(O)c2ccccc2-c2ccccc21 |
| ? | nt | O=C(Oc1oc(-c2ccco2)nc1C=Nc1ccccc1)c1ccoc1 |
| ? | nt | FC(F)(F)c1ccnc(NCc2ccc(Cl)cc2)n1 |
| ? | nt | NS(=O)(=O)OCC(Cc1ccccc1)N1C(=O)c2ccccc2C1=O (stereo unspecified) |
| i | 13.1 | CCc1ccc(NC(=O)CSc2nnc(CNC(=O)c3c(F)cccc3Cl)o2)cc1 |
| ? | nt | O=C(COc1cccnc1[N+](=O)[O-])c1c[nH]c2ccccc12 |
| 23.0% | 7.0 | NS(=O)(=O)c1ccc(NC(=O)c2c(Cl)cccc2Cl)cc1 |
| 16.4µM* | -22.3* | C/C(=C\C=C(C#N)C#N)c1cc(C#N)c(N)o1 |
| ? | nt | O=C(NCCSc1ccccc1)c1ccc(CN2CCOCC2)cc1 |
| ? | nt | O=C(COc1ccccc1)N(Cc1cccs1)C1CCS(=O)(=O)C1 (stereo unspecified) |
| ? | nt | COc1ccc(OCC(=O)Nc2nc3ccccc3[nH]2)cc1 |
| ? | nt | Cc1cc(NC(=O)CSc2nc3ccccc3n2CC(=O)N2CC(C)CC(C)C2)no1 (stereo unspecified) |
| i | -3.4 | CC(C(=O)NCc1cccnc1)c1ccc([N+](=O)[O-])cc1 (stereo unspecified) |
| 7.8% | 12.9 | COc1ccccc1C(=O)NCC(=O)OCC(=O)c1ccc2c(c1)-c1ccccc1C2 |
| -8.8% | -0.8 | Cc1ccc(C2Nc3ccc4ccccc4c3C3=C2C(=O)CC(C)(C)C3)o1 (stereo unspecified) |
| ? | nt | CC(=O)Nc1ccc(C(=O)Nc2ccc(S(=O)(=O)N3CCCCC3)cc2)cc1 |
| ? | nt | O=C(COC(=O)c1ccc[n+]([O-])c1)Nc1c(Br)cc([N+](=O)[O-])cc1Br |
| ? | nt | Cn1cc(S(=O)(=O)NCc2ccco2)c(=O)n(C)c1=O |
| -4.2% | -1.0 | CCOC(=O)C1(CC)NC(c2ccc(N(C)C)cc2)C2C(=O)N(C)C(=O)C21 (stereo unspecified) |
| 18.6% | 7.7 | O=S(=O)(c1ccc(-c2n[nH]c(=S)o2)cc1)N1CCCC1 |
| -4.3% | -7.5 | Cc1ccccc1C(=O)NC(=S)Nc1ccc(S(=O)(=O)N2CCOCC2)cc1 |
| 24.6% | nt | CCCC(=O)N1CC2(CCC)CN(C(=O)CCC)CC(CCC)(C1)C2=O |
| 5.1% | 5.9 | COCCn1c(SCC#N)nnc1-c1ccc(OC)cc1 |
| ? | nt | COc1ccc(CN2CCN(C(=O)c3c(-c4ccccc4)noc3C)CC2)cc1F |
| -0.1% | 3.7 | O=C(COC(=O)COc1ccc(Br)cc1)NC1CCCCCC1 |
| ? | nt | O=C(N/N=C\c1ccc([N+](=O)[O-])o1)c1cncc(Br)c1 |
| ? | nt | O=c1cnc2ccccc2n1Cc1ccccc1C(F)(F)F |
| 10.2% | 0.3 | CC1C(C#N)=C(N)OC2=C1C(=O)CCC2 (stereo unspecified) |
| -12.1% | 1.6 | N#CCCn1c(=O)n(CCC#N)c2ccccc21 |
| -6.0% | -5.3 | Cc1ccc(-n2[nH]c(C)c(/C=N/Nc3ccc([N+](=O)[O-])cc3[N+](=O)[O-])c2=O)cc1C |
| ? | nt | O=C(O)c1cc2c(ccc3ccccc32)oc1=O |
| ? | nt | CCCCNC(=O)CC(=O)Nc1ccccc1C(=O)O |
| ? | nt | CCCNC(=O)c1ccc(N2CCC3(CC2)CC(c2ccccc2)=NO3)c(NC(=O)Cc2ccc(F)cc2)c1 |
| ? | nt | CC(=O)Nc1ccc(NC(=O)C(NS(=O)(=O)c2ccc3c(c2)OCCO3)C(C)C)cc1 (stereo unspecified) |
| -14.2% | -0.1 | S=C(NCc1ccncc1)Nc1ccccc1 |
| ? | nt | CN(CC(=O)Nc1nc2ccccc2s1)S(=O)(=O)c1ccc(Br)cc1 |
| 21.5% | 11.1 | CCOC(=O)C1CCN(C(c2ccc(OC)c(OC)c2)c2sc3nc(C)nn3c2O)CC1 (stereo unspecified) |
| ? | nt | CON/C=N/C(=S)Nc1ncc(C(F)(F)F)cc1Cl |
| ? | nt | CCc1ccc(-c2cc(N)n(-c3ccccc3)n2)cc1 |
| -0.1% | 8.6 | CCCCc1ccc(-c2c(C#N)c(N)nc3c2CCCC3)s1 |
| -0.3% | -8.1 | O=C(c1cc2cccc([N+](=O)[O-])c2oc1=O)N1CCOCC1 |
| ? | nt | O=C(COc1ccccc1F)NCC(c1ccco1)N1CCCC1 (stereo unspecified) |
| ? | nt | CCOC(=O)c1ccc(NC(=O)C2=C(C)Nc3nc(CCCO)nn3C2c2cccc(C)c2)cc1 (stereo unspecified) |
| ? | nt | CCC(=O)Nc1ccc(Cl)c(NC(=O)c2cccc(OC)c2)c1 |
| -0.7% | -2.0 | CCOC(=O)c1sc2nc(COC(=O)c3c(F)cccc3F)[nH]c(=O)c2c1C |
| i | -18.0 | O=C(Cn1c(=O)c2cccn2c2ccccc21)Nc1cc(F)ccc1F |
| 5.9% | nt | C=CCn1nc(-c2ccccc2)c(N2CCCCC2)cc1=O |

Continuation:
| S3 lipid droplet | S3 lipid droplet cell count max | SMILES |
| --- | --- | --- |
| ? | nt | O=C(NCCN1C(=O)S/C(=C/c2cccnc2)C1=O)C1CC(=O)N(Cc2ccccc2)C1 (stereo unspecified) |
| ? | nt | CCOc1ccc2oc(C(=O)OCC(=O)N3CCCC(C)C3)c(C)c2c1 (stereo unspecified) |
| ? | nt | COc1ccc(C(=O)COC(=O)/C=C/c2ccco2)cc1F |
| 2.9% | 11.5 | COc1ccc2c(C)cc3n[nH]c(=S)n3c2c1 |
| i | nt | Cc1cc2cc3c(cc2nc1SCC(=O)OC(C)C)OCCO3 |
| ? | nt | O=C(Nc1ccccc1C(=O)Nc1ccc2c(c1)OCO2)c1cccs1 |
| ? | nt | Oc1ccc(Br)cc1/C=N/n1c(COc2ccccc2)n[nH]c1=S |
| ? | nt | Cc1cc(C)cc(NC(=O)OCCN2CCN(Cc3ccccc3)CCC2=O)c1 |
| -0.2% | 3.7 | Cc1ccc(CSCC(=O)NCCc2ccccc2)cc1 |
| ? | nt | COc1ccc(/C=C(\C#N)C(=O)OCC(=O)NCc2ccccc2OC)cc1 |
| ? | nt | CC1=C(C(=O)N2CCCCC2)C(c2cccs2)C2=C(CCCC2=O)N1 (stereo unspecified) |
| ? | nt | COC(CNC(=O)c1ccc2c(c1)nc(C)n2-c1cc(C)cc(C)c1)OC |
| ? | nt | Cc1ccc(-c2cnn3c(N4CCOCC4)cc(C)nc23)cc1 |
| i | -20.7 | CC12CCC(C(=O)NCc3ccccc3)(OC1=O)C2(C)C (stereo unspecified) |
| 4.0% | 11.2 | CCC(Br)C(=O)Nc1ccc(OC)cc1 (stereo unspecified) |
